High-throughput results deposited in PubChem BioAssay by several laboratories.
Scp1 inh – Scp-1 phosphatase inhibitors, primary screen, biochemical, colorimetric, uHTS; Recombinant Scp1, phosphopeptide, malachite green phosphate absorbance; inhibition, % at 20 µM; 340,000 tested, 0.88% active;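 active = inhibition above about 50% at 20 µM, limit read from the data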;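 note: plate controls were DMSO wells with enzyme for no effect and wells lacking enzyme for full effect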
Target sequence (Q9GZU7 76-261 limits assumed): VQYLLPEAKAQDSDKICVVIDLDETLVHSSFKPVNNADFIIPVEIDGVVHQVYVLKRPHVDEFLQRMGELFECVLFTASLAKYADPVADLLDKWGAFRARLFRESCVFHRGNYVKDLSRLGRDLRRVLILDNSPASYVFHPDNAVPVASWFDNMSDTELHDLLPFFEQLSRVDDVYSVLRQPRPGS
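Test system: SCP-1 phosphatase catalytic domain, residues 76-261 | Compound dosing: One concentration, 20 µM, with 1.0% DMSO | Schedule: 45 min room-temperature reaction, 5 min colour, 30 min stabiliser | Detection: Absorbance at 630 nm | Read-out basis: % inhibition of SCP-1 phosphate liberation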
DNMT1 inh – human DNMT1 methyltransferase inhibitors, primary screen, biochemical, molecular beacon, fluorescence, HinP1I cleavage, uHTS; AID 588458, 2011; 360,000 tested, 0.83% active; inhibition (reported as % activation of signal), % at 10 µM; in the data active = inhibition above about 50%
NadD inh – inhibitors of S. aureus NadD, primary screen, biochemical, colorimetric, uHTS; purified NadD enzyme, colorimetric absorbance read-out; inhibition, % at 20 µM; 360,000 tested, 0.78% active; in the data active = inhibition above about 26%; note: some compounds past the cut are filed as inactive
SUMO1-SIM PPI – modulators of SUMO1 protein-protein interactions, primary screen, biochemical, uHTS; AID 602429, 2012; Small ubiquitin-related modifier 1 (Homo sapiens), P63165; inhibition, % at 20 µM; 360,000 tested, 0.33% active; SUMO1 binding to a labelled peptide, TR-FRET, 1 h; in the data active = inhibition above about 37%
CSN inh – inhibitors of CSN-mediated cullin deneddylation, primary screen, biochemical, fluorescence polarization, uHTS; 360,000 tested, 0.38% active; inhibition, % at 12.5 µM; COP9 signalosome complex subunit 5 (Homo sapiens), Q92905; Purified CSN, SCF-Nedd8-OG deneddylation;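 active = pattern-corrected inhibition above about 35%, with an unprinted fluorescence ratio check between 0.5 and 1.5, limit read from the data, passing the limit was not always enough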;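 note: 0% = enzyme with substrate and 100% = substrate without enzyme; some results filed as inactive read as strong as hits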
Target sequence (Q92905 whole entry, looked up, one chain of several): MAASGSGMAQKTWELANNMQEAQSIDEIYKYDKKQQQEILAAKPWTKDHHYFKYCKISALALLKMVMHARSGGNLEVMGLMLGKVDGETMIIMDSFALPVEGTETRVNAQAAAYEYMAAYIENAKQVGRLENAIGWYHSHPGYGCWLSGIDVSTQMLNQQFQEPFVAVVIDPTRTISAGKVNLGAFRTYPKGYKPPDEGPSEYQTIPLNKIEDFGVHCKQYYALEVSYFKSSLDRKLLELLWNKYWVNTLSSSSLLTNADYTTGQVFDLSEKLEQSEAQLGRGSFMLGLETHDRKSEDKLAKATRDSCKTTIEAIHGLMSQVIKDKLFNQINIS
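Detection – fluorescence polarization · System – HEK293T-derived human Csn5 enzyme · Controls – substrate-only high control, full reaction low control · Timing – 90 min, room temperature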
STEP block – STEP phosphatase inhibitors, primary screen, biochemical, fluorescence intensity, uHTS. recombinant STEP, OMFP fluorogenic substrate. 360,000 tested, 0.25% active. inhibition, % at 20 µM. Tyrosine-protein phosphatase non-receptor type 5 (Homo sapiens), P54829. AID 588621, 2011;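 active = inhibition at 20 µM, scaled per plate between control wells, above about 37%, limit read from the data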;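 note: 0% = DMSO with enzyme and substrate and 100% = substrate only without enzyme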
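Measure: Control-normalized % inhibition with plate pattern correction | Test system: STEP phosphatase, cell-free reaction | Medium: pH 6.0 Bis-Tris with DTT and Tween 20 | Technique: Fluorescence, 480/540 nm | Times: Reaction 20 min, ambient temperature | Doses: Single compound dose of 20 µM, 1% DMSO final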
Tb MetRS inh – T. brucei MetRS inhibitors, primary screen, biochemical, luminescence; AID 624268, 2012; inhibition, % at 11.9 µM; purified T. brucei MetRS, ATP depletion, Kinase-Glo luminescence; methionyl-tRNA synthetase (Trypanosoma brucei brucei); 360,000 tested, 0.4% active;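 active = inhibition above a per-plate cutoff of the control wells' mean inhibition plus 3 SD, cut at about 5.5% in these data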;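 note: 0% = DMSO wells median and 100% = median of wells with control inhibitor compound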
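System: purified T. brucei MetRS enzyme / Detection: Kinase-Glo luciferase luminescence reporting remaining unconsumed ATP / Medium: HEPES buffer with MgCl2, KCl, DTT, spermine, BSA, pyrophosphatase / Replication: singlicate, one well per compound / Evaluation: percent inhibition relative to median high and low control wells / Schedule: 2 h aminoacylation at 25 °C after 15 min preincubation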
MsrA inh – bovine MsrA enzyme inhibitors, primary screen, biochemical, absorbance, HTS; purified bovine MsrA, absorbance read-out; 360,000 tested, 0.75% active; Methionine sulfoxide reductase A (Bos taurus); AID 651718, 2012; inhibition, % at 15.5 µM; in the data active = inhibition above about 4.5%;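 note: 0% = vehicle wells with enzyme and 100% = reference inhibitor wells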
Rpn11 block – Rpn11 (PSMD14) deubiquitinase inhibitors, primary screen, biochemical, fluorescence polarization, uHTS. 26S proteasome non-ATPase regulatory subunit 14 (Homo sapiens), O00487. human 26S proteasome, Ub4-pepOG fluorescence polarization; 20S core pre-blocked with epoxomicin. calls only at 20 µM. 360,000 tested, 0.59% active. AID 588493, 2011;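 active = inhibition at 20 µM, scaled to each plate's controls, above about 33%, limit read from the data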
Target sequence (O00487 whole entry, looked up): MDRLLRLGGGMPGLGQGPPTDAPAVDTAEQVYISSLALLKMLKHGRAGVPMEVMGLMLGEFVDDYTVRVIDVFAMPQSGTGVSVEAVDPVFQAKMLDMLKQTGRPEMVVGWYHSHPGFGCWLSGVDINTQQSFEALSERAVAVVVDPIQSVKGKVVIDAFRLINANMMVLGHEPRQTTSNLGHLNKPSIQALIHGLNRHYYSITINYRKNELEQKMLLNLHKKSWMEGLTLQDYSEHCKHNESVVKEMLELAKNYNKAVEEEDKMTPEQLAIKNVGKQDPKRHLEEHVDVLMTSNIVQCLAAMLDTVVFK
LMPTP inh – LMPTP phosphatase inhibitors, primary screen, biochemical, fluorescence intensity, uHTS; 360,000 tested, 0.22% active; recombinant LMPTP-A, OMFP fluorogenic substrate; AID 651560, 2012; inhibition, % at 20 µM; Low molecular weight phosphotyrosine protein phosphatase (Homo sapiens), P24666;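 active = compounds that cut the enzyme signal by at least half of the control window in the single-dose screen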;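 note: plate controls were DMSO wells with enzyme plus substrate for no effect and substrate without enzyme for full effect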
Target sequence (P24666 whole entry, looked up): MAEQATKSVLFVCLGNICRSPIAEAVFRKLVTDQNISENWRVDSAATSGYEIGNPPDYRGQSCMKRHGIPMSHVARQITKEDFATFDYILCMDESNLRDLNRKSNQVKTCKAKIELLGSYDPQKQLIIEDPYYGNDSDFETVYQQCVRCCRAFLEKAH
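Material: LMPTP-A; amount: 0.625 nM enzyme; doses: single 20 µM dose; times: reaction 50 min, room temperature, dark; technique: fluorescence intensity of OMFP turnover product; benchmarks: no-enzyme and uninhibited controls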
* marks the source's active call; other numbers are inactive results; i = inactive; . = not tested or not shown; + = active, no number; & = joins results of further samples. The order is random, and some 3.9% of all compounds hit somewhere here.

nr | mol | Scp1 inh | DNMT1 inh | NadD inh | SUMO1-SIM PPI | CSN inh | STEP block | Tb MetRS inh | MsrA inh | Rpn11 block | LMPTP inh
1 | Cn1c(=O)n(Cc2ccc(Cl)cc2)c2ccccc21 | -9 | 1 | 2 | -1 | 5 | 0 | -1.5 | -0.1 | i | -0.3
2 | CCc1nc2c(OCc3cccc(Cl)c3)cccn2c1N(C)C(=O)C1CC1 | . | -2 | 0 | 6 | 6 | 4 | -0.2 | . | i | -0.3
3 | CC(=O)NS(=O)(=O)c1ccc(NC(=O)COc2cccc3c2OC(C)(C)C3)cc1 | -6 | 3 | -5 | 5 | 4 | -1 | -0.3 | -0.8 | i | -0.5
4 | COc1cccc(CN2CCN(C(=O)C3CCC(=O)N(C4CCCC4)C3)CC2)c1 (configuration not stated) | -4 | 1 | -2 | -2 | 0 | 0 | -0.2 | 0.3 | i | -0.3
5 | COc1cccc(C(=O)NC(=O)Nc2cc(C)[nH]n2)c1 | -13 | 3 | -1 | -2 | 2 | -4 | -0.5 | -1.5 | i | -1.5
6 | CO/N=C(/CNC(=O)c1cccc(Cl)c1)c1ccc(Cl)cc1 | -4 | 2 | -4 | 0 | 3 | 4 | 0.0 | -0.3 | i | 1.4
7 | COCCN(CCOc1cc(C)cc(C)c1)Cc1ccc(Cl)cc1 | -2 | 10 | 2 | 4 | -5 | -2 | -0.5 | 0.8 | i | 0.7
8 | CNc1ncnc2c1ncn2[C@H]1CN(Cc2ccc(F)cc2)C[C@@H](CO)O1 | . | 0 | -2 | -1 | -2 | 0 | 0.4 | -0.6 | i | 3.0
9 | COc1ccc(NC(=O)c2cc3c(=O)n(C)c4ccccc4c3n2C)cc1Cl | 5 | 8 | -5 | -1 | 3 | 4 | -0.5 | -0.7 | i | 1.7
10 | CC1(C)Cc2c(cnn2-c2cccc(F)c2)C(NC(=O)CSc2ccccn2)C1 (configuration not stated) | -7 | 1 | -1 | -4 | 0 | -2 | -0.2 | -0.1 | i | -0.8
11 | Cc1ccc(OCC(=O)NC2CCS(=O)(=O)C2)c(C)c1 (configuration not stated) | -8 | 8 | 0 | -4 | -4 | -1 | -0.3 | 0.5 | i | 0.5
12 | CCC1(CC)C(=O)NC(=O)NC1=Nc1cccc(OC)c1 | -5 | -2 | -6 | 2 | 5 | 10 | -0.2 | 0.0 | i | -3.0
13 | OC(CNC1CCCCC1)CON=C1CCSc2c(Cl)cccc21 (configuration not stated) | . | 2 | -5 | -10 | 2 | 5 | -0.1 | 1.0 | i | -0.8
14 | COc1ccc2cc(C(=O)N3CCN(c4ccccc4OC)CC3)[nH]c2c1 | 0 | -13 | 2 | -9 | -1 | 0 | -0.5 | 1.7 | i | 1.6
15 | CCn1ncc(C2=NOC(C(=O)NCC(C)C)C2)c1C (configuration not stated) | -8 | 4 | -2 | 2 | 1 | 2 | -0.2 | 0.8 | i | -1.9
16 | COc1ccc(CN(CC(=O)NCc2ccccc2)C(=O)CCC(=O)Nc2nccs2)cc1 | -6 | 4 | 1 | -3 | 4 | 1 | -1.5 | -0.8 | i | 0.1
17 | COc1ccc(C2C(C#N)=C(N)Oc3cc(C)n(Cc4ccco4)c(=O)c32)cc1 (configuration not stated) | -1 | 33 | 7 | 18 | 13 | -3 | -1.0 | 0.8 | + | 0.0
18 | COC(=O)CSc1nnc(COc2ccc([N+](=O)[O-])cc2)n1C | -10 | -1 | -3 | -11 | -8 | 0 | 0.2 | 0.4 | i | 0.2
19 | O=C(CN(C(=O)CNS(=O)(=O)c1ccc(F)cc1)c1ccccc1)NCc1ccco1 | 1 | -1 | -4 | 6 | 2 | -1 | -0.6 | -0.6 | i | 4.1
20 | COc1ccccc1N1CCN(/N=C/c2cccc(O)c2)CC1 | -2 | 2 | 3 | -3 | 7 | -1 | 0.1 | -0.7 | i | -0.8
21 | CC(C)(C)SCCNC(=O)CN1C(=O)c2ccccc2S1(=O)=O | -3 | 2 | -1 | 11 | -10 | 2 | -0.3 | -1.5 | i | -2.9
22 | CC(=O)Nc1sc(N/N=C\c2ccc(O)cc2)nc1-c1cccs1 | 2 | -12 | 24 | -11 | 6 | -2 | -1.1 | 1.3 | i | 0.4
23 | Cc1ccc(NC(=O)CSc2ccc3c(c2)OCCO3)nc1 | -6 | 0 | 3 | -9 | -8 | 0 | -0.4 | 0.6 | i | -11
24 | CCNC(=S)N/N=C/c1cc(Br)cc(Br)c1OC | -4 | 0 | -3 | 1 | -6 | -2 | 0.0 | 0.6 | i | 2.8
25 | Cc1cc(NS(=O)(=O)c2ccc(NC(=O)COc3cc(C)c(Cl)c(C)c3)cc2)no1 | -12 | 1 | 9 | 8 | -1 | 3 | 0.2 | 1.2 | i | -0.8
26 | O=C(c1ccccc1)N1N=C(c2ccc(F)cc2)CC1(O)C(F)(F)F (configuration not stated) | -10 | -3 | -11 | 5 | 2 | 3 | 0.1 | -0.6 | i | -0.3
27 | CC(C)N(Cc1nc(-c2ccccc2)no1)C(=O)C1CCCCC1 | -8 | 13 | -2 | -1 | 1 | 7 | 0.2 | -0.1 | i | 0.5
28 | CCN(CC)S(=O)(=O)c1ccc(N2CCCC2)c(NC(=O)c2nn(C)c(=O)c3ccccc23)c1 | -5 | -9 | 6 | 3 | 0 | -2 | -0.4 | -0.5 | i | 1.6
29 | CCOCCCNC(=O)CN1C(=O)CSc2ccccc21 | -6 | 1 | -1 | -3 | -3 | -5 | -0.9 | 0.2 | i | -1.2
30 | Cc1cccc(N2CCN(Cc3cn(C)nc3-c3ccccc3F)CC2)n1 | -7 | -2 | -4 | 1 | 3 | 0 | 0.0 | 0.3 | i | -0.8
31 | O=C(O)c1cccc(COc2ccc3c(c2)CCC3)c1 | 25 | 12 | -3 | 3 | -1 | 1 | -0.1 | 0.5 | i | -1.2
32 | CCc1nc(N)nc(N)c1-c1ccc(Cl)c(N=[N+]=[N-])c1 | 5&1 | -8&5 | -2&0 | 9&2 | 0&-7 | -1&-2 | -0.3&0.2 | -1.4&-1.1 | i | 58*
33 | CCCOP(=O)(c1ccc(N(C)C)cc1)C(O)c1ccccc1OC (configuration not stated) | -6 | 1 | -1 | 1 | 1 | 1 | -0.2 | 1.0 | i | -1.0
34 | Cn1c(=O)c2c(nc(N3CCN(c4ccccn4)CC3)n2Cc2ccccc2Cl)n(C)c1=O | -10 | -4 | 0 | -1 | -3 | -2 | -0.4 | -0.8 | i | 1.6
35 | O=C(C(=S)N1CCOCC1)c1c[nH]c2ccccc12 | -5 | -1 | -3 | -1 | -7 | -2 | -0.9 | -1.1 | i | -1.1
36 | CCOc1cccc(-c2c(C(=O)N/N=C/c3cccnc3)nnn2-c2nonc2N)c1 | 1 | 3 | 0 | -9 | 1 | -2 | -0.4 | -0.4 | i | -2.9
37 | Cc1cc(NC(=O)COc2ncnc3sc(C)c(C)c23)no1 | 3 | 2 | 7 | -5 | 3 | -1 | 0.0 | -0.1 | i | -2.2
38 | CC(C(=O)N1CCCCC1)n1sc2ccccc2c1=O (configuration not stated) | 0 | 1 | 17 | 0 | 1 | -3 | -0.6 | -0.4 | i | -1.4
39 | COc1ccc(S(=O)(=O)NCCC(=O)OCc2cc(=O)oc3cc(C)ccc23)cc1[N+](=O)[O-] | 13 | 1 | -4 | -10 | 3 | 2 | -0.2 | -0.8 | i | 1.6
40 | Cc1cc(=O)n2nc(-c3ccccc3)sc2c1C#N | -2 | 1 | 1 | 12 | 1 | -5 | -0.7 | 1.1 | i | -0.8

Ordered by length of the SMILES (highest first): part of the list above
nr | mol | Scp1 inh | DNMT1 inh | NadD inh | SUMO1-SIM PPI | CSN inh | STEP block | Tb MetRS inh | MsrA inh | Rpn11 block | LMPTP inh
25 | Cc1cc(NS(=O)(=O)c2ccc(NC(=O)COc3cc(C)c(Cl)c(C)c3)cc2)no1 | -12 | 1 | 9 | 8 | -1 | 3 | 0.2 | 1.2 | i | -0.8
5 | COc1cccc(C(=O)NC(=O)Nc2cc(C)[nH]n2)c1 | -13 | 3 | -1 | -2 | 2 | -4 | -0.5 | -1.5 | i | -1.5
1 | Cn1c(=O)n(Cc2ccc(Cl)cc2)c2ccccc21 | -9 | 1 | 2 | -1 | 5 | 0 | -1.5 | -0.1 | i | -0.3
38 | CC(C(=O)N1CCCCC1)n1sc2ccccc2c1=O (configuration not stated) | 0 | 1 | 17 | 0 | 1 | -3 | -0.6 | -0.4 | i | -1.4

Continuation.
nr | mol | Scp1 inh | DNMT1 inh | NadD inh | SUMO1-SIM PPI | CSN inh | STEP block | Tb MetRS inh | MsrA inh | Rpn11 block | LMPTP inh
41 | CN(C)S(=O)(=O)c1ccc(/C(O)=C2/C(=O)C(=O)N(Cc3cccnc3)C2c2ccco2)cc1 (configuration not stated) | 1 | -8 | 7 | -8 | 5 | 1 | 0.1 | 2.8 | i | -1.8
42 | Cc1ccc(NC(=O)NNC(=O)CN2C(=O)COc3ccccc32)cc1 | -8 | 1 | -2 | 0 | -2 | 2 | 0.2 | 1.7 | i | -0.6
43 | C=CCn1c(SCc2cc(C(C)=O)ccc2OCC)nc2ccccc2c1=O | -14 | -4 | -6 | -20 | 2 | 0 | -1.2 | -0.5 | i | 6.6
44 | C=C(C)C(O)Cc1c(OC)ccc(C(=O)/C=C/c2ccc(O)cc2)c1O (configuration not stated) | -1 | -31 | -3 | -3 | 7 | 0 | -0.4 | 1.3 | i | 0.6
45 | CC1CC(NC(=O)c2ncn[nH]2)CC(C)(C)C1 (configuration not stated) | 2 | 3 | 6 | 1 | 3 | -5 | -0.6 | 0.7 | i | -0.1
46 | O=c1[nH]c(SCc2ccc(OC(F)(F)F)cc2)nc2c1CCC2 | . | -1 | 24 | -2 | 2 | -2 | -0.3 | 0.0 | i | -2.8
47 | O=C(NC1CCSc2ccccc21)c1cccc(Br)c1 (configuration not stated) | -8 | 1 | -6 | 3 | -7 | -1 | -0.8 | -1.0 | i | 3.2
